TbREL1 primary – TbREL1 inhibition, primary screen | P86926 | TbREL1 RNA ligation, FRET fluorescence | AID 1117264 | inhibition, % at 9.66 µM | 89,000 tested, 0.49% active;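 active = inhibition above the mean inhibition across all screened compounds plus 3 SD, cut at about 11% in these data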;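 also: 0% = plate median of test wells and 100% = NSC42067 control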
Target sequence (P86926 whole entry, looked up): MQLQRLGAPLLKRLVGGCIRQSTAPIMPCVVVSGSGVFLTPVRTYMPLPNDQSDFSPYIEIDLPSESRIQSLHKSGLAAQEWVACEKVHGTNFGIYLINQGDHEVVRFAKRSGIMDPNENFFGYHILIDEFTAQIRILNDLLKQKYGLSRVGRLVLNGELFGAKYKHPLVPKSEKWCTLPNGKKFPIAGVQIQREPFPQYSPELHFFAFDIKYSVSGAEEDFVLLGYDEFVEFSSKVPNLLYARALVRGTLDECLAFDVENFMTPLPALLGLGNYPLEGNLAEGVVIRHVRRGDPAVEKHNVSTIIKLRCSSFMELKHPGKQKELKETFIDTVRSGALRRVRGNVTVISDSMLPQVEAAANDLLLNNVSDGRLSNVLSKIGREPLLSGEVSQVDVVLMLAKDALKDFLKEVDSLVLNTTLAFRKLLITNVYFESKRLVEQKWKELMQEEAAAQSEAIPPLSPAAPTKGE
* = called active by the depositor. The list is partial; rates above refer to the full screens.

SMILES,TbREL1 primary
NC(=O)c1ccc(NC(=O)COC(=O)CC2Sc3ccccc3NC2=O)cc1 (stereo not given),1
COc1cc(/C=C2\SC(N)=NC2=O)ccc1OCC(=O)Nc1ccccc1C,-2
CN(C)CCN(C(=O)c1ccccc1Cl)c1nc2c(Cl)cccc2s1,1
O=C(c1ccc(Cl)cc1)N1CCCC(C(=O)N2CCN(c3ccccc3)CC2)C1 (stereo not given),-4
O=C(NCCN1CCOCC1)c1cc2sccc2n1Cc1ccc(F)cc1,-2
N#Cc1ccccc1OCC(=O)Nc1ccc2c(c1)OCCO2,1
CCCC[C@H](C(=O)N(C)c1ccccc1)[C@@H](O)c1ccc(Cl)cc1,5
O=C(NCc1cccs1)c1ccc(N2CCCC2=O)cc1,-1
O=C(COc1ccc(S(=O)(=O)N2CCOCC2)cc1)NCCCn1ccnc1,4
COc1ccc(N(CC(=O)NC2CCCCC2)S(=O)(=O)c2cccnc2)cc1,0
CSc1cccc(NC(=S)NCCCN2CCN(c3ccc(F)cc3)CC2)c1,-2
NC(=O)c1ccc(-c2noc(-c3cccc(Cl)c3)n2)cc1,1
O=[N+]([O-])c1ccc(C2CCCC/C2=N\OCc2cccc(F)c2)c([N+](=O)[O-])c1 (stereo not given),2
Fc1ccc(CO/N=C/C2=C(Cl)c3ccccc3CC2)cc1,-3
O=C(Nc1cccc([N+](=O)[O-])c1)c1ccc2nc(N3C(=O)CCC3=O)sc2c1,1
CCOc1ccc(NC(=S)Nc2ccc(OC)cc2)cc1,-4
CN(C)CCCN(CCCN(C)C)C(=S)Nc1ccc(S(=O)(=O)N2CCOCC2)cc1,-5
CCN(CC)S(=O)(=O)c1cc(NC(=O)Cc2ccsc2)ccc1C,-1
O=C(Nc1cccc(C(F)(F)F)c1)C(Sc1n[nH]c(=O)[nH]c1=O)c1ccccc1 (stereo not given),4
CCOc1ccc(N2CC(C(=O)N3CCc4ccccc4C3)CC2=O)cc1 (stereo not given),-3
CC(C)NC(=O)CSc1nc(N)c(-c2ccccc2)c(=O)[nH]1,0
CCCC1CCC(c2ccc(OCC)cc2)=CC1=O (stereo not given),0
CN(CC(=O)Nc1ccccc1C(=O)NC1CC1)Cc1ccccc1F,2
COc1cc(CNc2ccc3[nH]c(=O)[nH]c3c2)cc(Br)c1OCC(=O)NC(C)(C)C,-3
Cc1c(C(=O)O)oc2ccc(S(=O)(=O)NCc3ccc4c(c3)OCO4)cc12,2
Cc1nc2ccc(S(=O)(=O)NC(C(=O)NCc3cccs3)C(C)C)cc2s1 (stereo not given),2
CCOC(=O)N1CCN(S(=O)(=O)/C=C/c2ccccc2)CC1,-2
CCSc1nnc(NC(=O)CSC2=NN3CCCC(=O)N=C3S2)s1,15*
OC(CNCc1ccccc1Cl)COc1ccc(F)cc1 (stereo not given),-1
CCOC(=O)N1CCN(c2c(N3CCN(c4cccc(C)c4C)CC3)c(=O)c2=O)CC1,3
CCc1nnc(NC(=O)C(=O)NCCOC(=O)c2ccccc2Cl)s1,6
Cc1ccc(-c2nnc(SCC(=O)Nc3ccccc3F)o2)cc1,-1
O=C(NC(O)C(=O)c1ccccc1)c1ccccn1 (stereo not given),0
COc1ccc(OCC(=O)Nc2c(Cl)ccc3nsnc23)cc1,0
O=C(COC(=O)[C@@H]1CCCN1S(=O)(=O)c1ccc(Cl)cc1)NC12CC3CC(CC(C3)C1)C2,-1
COc1ccc(C2CC(C(F)(F)F)n3nc(C(N)=O)c(Cl)c3N2)cc1OC (stereo not given),0
CCOC(=O)C(C(=O)Nc1cccc(C)n1)C1CCCCC1 (stereo not given),-1
COc1ccccc1CN(C)C(=O)c1cccc(S(=O)(=O)N2CCCC2)c1,2
COc1ccc(OCC(=O)N/N=C(\C)c2ccc(-n3ccnc3)cc2)cc1,7
CC1(C(=O)NCc2cccs2)Cc2c(-c3cccc(C(F)(F)F)c3)ccnc2O1 (stereo not given),-4
CC1(C)Cc2ccccc2-c2nnc(SCC(=O)Nc3nc4ccccc4s3)n21,-2
COc1ccc(C)cc1S(=O)(=O)N1c2ccccc2CC1C (stereo not given),-1
CN(C)c1ccc(CNc2ncc(Br)cc2Br)cc1,3
COC(=O)c1cc(NC(=O)COC(=O)C2CCC2)cc(C(=O)OC)c1,0
O=C(CSc1nc2ccccc2n1Cc1ccccc1Cl)N/N=C/c1ccccc1C(=O)O,-2
O=C(CCC1CCCC1)N1CCN(C(=O)COc2ccccc2)CC1,-6
CCCCn1c(N)c(N(CC)C(=O)C2CCN(C(=O)c3ccccc3C)CC2)c(=O)[nH]c1=O,5
Cc1c[n+]([O-])cc(C)c1[N+](=O)[O-],-2
Cc1ccc(C(=O)N2CCC(C(=O)c3ccc(Cl)cc3)CC2)cc1,0
CCOC(=O)C(=O)N1CCN(c2ccccc2OC)CC1,0
C[C@@H]1O[C@H](C2CC2)Cc2[nH]c(=S)[nH]c(=O)c21,-5
CN(C)S(=O)(=O)c1cccc(C(=O)OCC(=O)Nc2sccc2C(N)=O)c1,-1
Cc1ccc(NCc2nnc(SCC(=O)O)n2Cc2ccccc2)cc1Cl,-1
COc1ccc(Nc2nc(-c3ccc(OC)cc3)c(CCC(=O)O)s2)cc1,-7
O=C(COC(=O)c1cccc(Cl)c1)Nc1ccc2[nH]c(=O)[nH]c2c1,2
COC(=O)[C@]1(Cc2ccccc2)N[C@H](c2ccc(-c3ccc4c(c3)OCO4)cc2)[C@@H]2C(=O)N(C)C(=O)[C@@H]21,0
O=C(Nc1cccc(F)c1)N(Cc1ccc(Cl)cc1)CC(O)C(F)(F)F (stereo not given),6
COC(=O)C[C@H]1c2ccc(C(F)(F)F)cc2S(=O)(=O)N1Cc1ccccc1,-2
Cc1cc(=S)[nH]c2ccccc12,5
CCC(C)N(C(=O)COC(=O)/C=C/c1ccc(O)c(OC)c1)C1CCS(=O)(=O)C1 (stereo not given),-5

Next section.
SMILES,TbREL1 primary
CCCn1nnc(NC(=S)NC(=O)/C=C/c2ccc(Cl)cc2)n1,-1
FC(F)(F)c1cc(Cl)c2nc(-c3ccc(Cl)cc3)c(Cc3ccsc3)n2c1,-1
Cc1ccc(S(=O)(=O)c2nc(-c3ccccc3)oc2N2CCCC2)cc1,-2
Cc1ccc(CC(=O)Nc2cc(C)ccn2)cc1,7
Cc1[nH]n(-c2ccccc2)c(=O)c1N=Nc1ccccc1,0
Cc1cc(C)c2nc(N3CCCN(C(=O)c4cnccn4)CC3)c(C#N)cc2c1,0
Cc1cc(C)n(-c2ccccc2C#N)n1,2
O=C(NC1CCCc2ccccc21)c1ccccc1Cl (stereo not given),7
O=C(c1ccc2c(=O)n3c(nc2c1)CCCCC3)N1CCN(c2ccc(F)cc2)CC1,-1
Cc1nc2cc(Cl)c(Cl)cc2nc1C,-1
COC(=O)c1ccc(CN2C(=O)C(C)ON=C2c2ncccc2C)o1 (stereo not given),2
Cc1c(Cl)cccc1NC(=S)N1CCN(S(=O)(=O)c2cccs2)CC1,0
CC(=O)c1c(C)[nH]c(C(=O)OCC(=O)NCc2ccc(Cl)cc2)c1C,-2
O=C(CC1(O)C(=O)Nc2ccccc21)c1ccccc1 (stereo not given),1
O=C(O)CSc1nnc(-c2ccccc2O)n1Cc1ccccc1,2
COC(=O)[C@@]12C[C@@H](CC(=O)NCCC(C)C)C(=O)N(Cc3ccccc3)C1=CCC(C)(C)C2,-1
Cc1ccc(S(=O)(=O)NC(C(=O)N2CCN(S(=O)(=O)c3cccc(F)c3)CC2)C(C)C)cc1 (stereo not given),-1
COc1ccc(-c2cc(C(=O)N/N=C/C(C)=C\c3ccco3)[nH]n2)cc1,7
O=c1ccn(C2CCCO2)c(=O)[nH]1 (stereo not given),1
CC[C@@]1(c2ccc(C)cc2)C(=O)N(C(=O)OC(C)C)N1C(=O)OC(C)C,0
O=C(Nc1cccc2ccccc12)C1CCN(C(=O)NCc2ccccc2)CC1,1
Cc1cccc(-n2ccnc2SCC(=O)Nc2nccs2)c1,-2
O=C(c1ccco1)N1CCN=C1SCc1ccccc1F,0
Cc1cc(/C=N\NC(=O)CC(=O)NC2CCCCC2)c(C)n1-c1ccc(Cl)c(Cl)c1,0
Cc1cccc(CNc2ccc(C(CC(N)=O)NC(=O)c3cccc(Br)c3)cc2[N+](=O)[O-])c1 (stereo not given),1
CC1CN(C(=O)c2cc3c(=O)n4ccccc4nc3s2)CC(C)O1 (stereo not given),6
Nc1[nH]c(C(=O)c2ccccc2)c(-c2ccc(Br)cc2)c1C(=O)N1CCN(CCO)CC1,-2
COC(=O)c1ccc2nc(NC(=O)CN3C(=O)CCC3=O)sc2c1,1
Cc1cc(C(O)c2ncc(-c3ccc(Cl)cc3)[nH]2)ccc1F (stereo not given),1
CCOC(=O)c1cnc2cc(C)nn2c1-c1ccccc1,-2

Four entries from above in a different format.
Cc1cccc(-n2ccnc2SCC(=O)Nc2nccs2)c1
  TbREL1 primary = -2
O=C(c1ccco1)N1CCN=C1SCc1ccccc1F
  TbREL1 primary = 0
Cc1cc(/C=N\NC(=O)CC(=O)NC2CCCCC2)c(C)n1-c1ccc(Cl)c(Cl)c1
  TbREL1 primary = 0
Cc1cccc(CNc2ccc(C(CC(N)=O)NC(=O)c3cccc(Br)c3)cc2[N+](=O)[O-])c1 (stereo not given)
  TbREL1 primary = 1

(list continues)
SMILES,TbREL1 primary
O=Cc1cn(CC(=O)Nc2ccc(F)cc2)c2ccccc12,3
Cc1ccc(NC(=O)CN2C(=O)NC3(CCc4ccccc43)C2=O)cc1 (stereo not given),0
Cn1cnnc1SCC(=O)Nc1ccc(S(=O)(=O)N2CCOCC2)cc1,0
Fc1ccc(CSc2nncn2NCc2ccc3c(c2)OCO3)cc1,0
COc1ccc(-c2oc3ccc(-c4cc(OC)c(OC)c(OC)c4)cc3c2C(=O)c2ccc(OC)nc2)cc1,0
CC(C)N(CCc1ccncc1)C(=O)Nc1ccc(F)cc1,2
Cc1ccccc1C(=O)N(Cc1cccs1)C1CCS(=O)(=O)C1 (stereo not given),1
COCCCNc1ncnc2ccc(C)cc12,2
CC1(C)ON=C(c2cccc(F)c2)NC1=O,1
COn1c(SCc2ccc(Cl)cc2)nc2ccccc2c1=O,-2
Cc1csc(=O)n1CCC(=O)NCc1ccc(F)cc1,3
c1cnn(-c2cncc(-n3cccn3)n2)c1,1
Cc1noc(C)c1S(=O)(=O)Nc1ccc(C(=O)NC2CCCCC2C)cc1 (stereo not given),-3
CCCS(=O)(=O)N1CCCC(C(=O)NCc2ccc(C)cc2)C1 (stereo not given),-3
COc1cccc(NC(=O)CSc2nnnn2C(C)C)c1,-1
CC1C(=O)N(Cc2cn(Cc3ccco3)nn2)CCS(=O)(=O)N1Cc1ccc(-c2ccc(F)cc2)cc1 (stereo not given),-1
CNc1nc(NCC2CCCCC2)c2sccc2n1,8
Cc1cc(C)nc(NC(=O)c2ccc(Cl)cc2)n1,0
N#Cc1c(NC(=O)CCn2cnc3ccccc3c2=O)oc(-c2ccccc2)c1-c1ccccc1,-1
CC(C)Cn1c(N)c(C(=O)COC(=O)c2cc(S(=O)(=O)N3CCOCC3)ccc2Br)c(=O)n(C)c1=O,-2
Cc1oc2ccc(OC(=O)N3CCOCC3)cc2c1C(=O)OC(C)C,-1
O=C(NNc1ncnc2ccccc12)c1cccc(Cl)c1,0
Cc1cccc(OCCN2C(=O)C(=O)c3cccc(C)c32)c1,-1
CC(=O)Nc1cc(C(C)(C)C)c(O)c(C(C)(C)C)c1,-2
Cc1nn(C)c(=O)n1-c1ccc(Oc2ccccc2)cc1,2
O=c1[nH]c2cc3c(cc2cc1CN(Cc1nnnn1CC1CCCO1)C1CCCCC1)OCO3 (stereo not given),-2
Cc1cccc(Nc2ncnc3onc(-c4cccc(Cl)c4)c23)c1,8
COc1ccc(-c2cc(C(=O)N3CCN(c4ncccn4)CC3)c3ccccc3n2)c(OC)c1,7
COC(=O)[C@@]12C[C@@H](CC(=O)NCCc3ccccc3OC)C(=O)N(CCc3ccc(OC)c(OC)c3)C1=CCC(C)(C)C2,5
O=S1(=O)CCOC[C@H](CC2CCCCC2)N1Cc1ccc(F)cc1,0

Taken from above:
Under TbREL1 primary, O=C(NC1CCCc2ccccc21)c1ccccc1Cl (stereo not given) shows 7
Under TbREL1 primary, Cc1nc2ccc(S(=O)(=O)NC(C(=O)NCc3cccs3)C(C)C)cc2s1 (stereo not given) shows 2
Under TbREL1 primary, CCOC(=O)c1cnc2cc(C)nn2c1-c1ccccc1 shows -2
Under TbREL1 primary, c1cnn(-c2cncc(-n3cccn3)n2)c1 shows 1

No new results follow: an excerpt of the list.
SMILES,TbREL1 primary
CC1(C)ON=C(c2cccc(F)c2)NC1=O,1
COn1c(SCc2ccc(Cl)cc2)nc2ccccc2c1=O,-2
Cc1csc(=O)n1CCC(=O)NCc1ccc(F)cc1,3

Other entries
SMILES,TbREL1 primary
O=C(COC(=O)c1ccc(O)cc1O)c1ccc2c(c1)OCCO2,-1
COc1ccc([C@H]2Oc3cc(O)cc(O)c3C(=O)C2[C@@H]2C(=O)c3c(O)cc(O)cc3O[C@@H]2c2ccc(OC)cc2)cc1 (stereo not given in full),-1
COc1ccccc1OCC(=O)Nc1ccc2c(c1)n(C)c(=O)n2C,0
CCC(Oc1ccccc1)C(=O)Nc1nnc(C)s1 (stereo not given),-1
CCOC(=O)[C@@]12CCC3=C1N(CCC3)C(=O)[C@H](CC(=O)NCCCOC)C2,3
COc1cccc(CN(C)C(=O)CCc2nnc(-c3ccsc3)o2)c1,-1
Oc1ccc(-c2cn3c(n2)SCC3)cc1,-3
Cc1cc(C)c2nc(N3C(=O)C(O)=C(C(=O)c4ccco4)C3c3ccco3)sc2c1 (stereo not given),5
Cc1ccc(C=C2C(=O)c3ccccc3C2=O)s1,6
COc1ccc(C(=O)NCC(=O)N2CCC(Cc3ccccc3)CC2)cc1OC,-1
CN(C)C1=NCCN1CCCC1CCCCC1,2

Screening results as filed in PubChem.
